Source: PubChem (several laboratories)
KCNQ1 pot = human KCNQ1 channel potentiation or activation; B-score at 10 µM; CHO-K1 KCNQ1, thallium flux FluxOR fluorescence; active compounds read high; 0.35% of 310,000 active; AID 2648; P51787;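 active means fluorescence ratio B-score, a plate-corrected score, at least three library SD, with initial intensity B-score within 5 SD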
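Medium – assay buffer, equal DMSO in all wells · Material – CHO-K1 cell line with stable KCNQ1 potassium channel expression · Signal – kinetic FluxOR thallium fluorescence, 10-s 1-Hz baseline, 110-s post-stimulus read · Compound – single concentration per compound, DMSO matched to controls · Schedule – 37 °C overnight plating, 90-min dark dye load, 20-min compound pretreatment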
PolyA inhibitor = yeast polyadenylation inhibition; calls only at 12 µM; S. cerevisiae SKY197-pL101 polyadenylation reporter, beta-gal luminescence; efflux-impaired pdr1/pdr3 knockout yeast; score 100 = 6 SD above DMSO; 0.02% of 300,000 active;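 active means lowest replicate activity score at least 50, where 100 means six control SD above control mean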;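 further: yeast exposed to compound for 9 h at 30 °C; higher score means more reporter readthrough which indicates perturbed polyadenylation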
GSK3B inh = human GSK3beta kinase inhibition. P49841. GST-GSK3beta kinase, ADP-Glo luminescence, 60 min; active compounds read low. activity score (negative = inhibition), % at 10 µM. 0.038% of 300,000 active;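 active means more than half of replicate wells score below -50%, meaning over 50% inhibition versus plate controls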;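 further: 0% = median DMSO wells and -100% = median GW8510 positive control wells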
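Test system – GST-tagged human GSK3beta kinase, cell-free · Incubation – 60 min enzyme reaction, room temperature · Signal – ADP-Glo luminescence · Also added – peptide substrate and ATP at 25 µM · Controls – DMSO neutral wells and GW8510 at 20 µM as positive · Buffer or medium – Tris/MgCl2 kinase buffer · Measure – Luminescence-derived activity versus plate DMSO and GW8510 wells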
KCNK3 block = human KCNK3 channel inhibition, primary screen. O14649. CHO-KCNK3 thallium flux, FluxOR fluorescence; active compounds read low. B-score at 10 µM. 0.84% of 340,000 active;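 active means B-score under library mean minus 4 SD, starting fluorescence ratio at most library mean plus 5 SD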;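 further: more negative B-score means stronger inhibition of thallium flux through KCNK3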
Target sequence (O14649 whole entry, looked up): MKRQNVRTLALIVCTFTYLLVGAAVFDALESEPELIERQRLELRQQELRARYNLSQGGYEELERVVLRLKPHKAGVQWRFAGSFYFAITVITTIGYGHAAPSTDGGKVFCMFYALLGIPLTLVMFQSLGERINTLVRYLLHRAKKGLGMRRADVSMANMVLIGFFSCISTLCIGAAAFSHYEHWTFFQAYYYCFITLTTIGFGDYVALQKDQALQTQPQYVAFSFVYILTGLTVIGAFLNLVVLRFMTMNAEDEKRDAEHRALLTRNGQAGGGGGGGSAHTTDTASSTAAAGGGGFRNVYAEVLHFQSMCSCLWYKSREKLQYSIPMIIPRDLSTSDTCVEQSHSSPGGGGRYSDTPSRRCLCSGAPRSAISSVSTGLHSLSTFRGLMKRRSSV
KCNQ1 inh = blocks the human KCNQ1 potassium channel. P51787. CHO-K1 KCNQ1, FluxOR thallium flux fluorescence; active compounds read high. B-score at 10 µM. 1.3% of 310,000 active. AID 2642;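 active means compounds whose thallium flux B-score, printed positive for inhibition, exceeds three library SD while starting fluorescence stays within three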;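 further: channel opened by potassium depolarization with thallium stimulus after 20 min compound exposure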
RGS4 block = inhibitors of human RGS4. P49798. B-score at 10 µM. HEK293 M3R/RGS4 inducible, Fluo-4 calcium flux; active compounds read high; triggered by carbachol at its EC20. 0.45% of 310,000 active;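 active means B-score, a plate-corrected calcium signal, over three deviations above library mean, with baseline fluorescence within five deviations of library mean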;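 further: RGS4 expression induced by doxycycline in cells with stable M3 receptor; B-score is computed from the integrated fluorescence ratio over baseline after carbachol; higher B-score means a larger calcium signal and so more RGS4 inhibition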
Target sequence (P49798 whole entry, looked up): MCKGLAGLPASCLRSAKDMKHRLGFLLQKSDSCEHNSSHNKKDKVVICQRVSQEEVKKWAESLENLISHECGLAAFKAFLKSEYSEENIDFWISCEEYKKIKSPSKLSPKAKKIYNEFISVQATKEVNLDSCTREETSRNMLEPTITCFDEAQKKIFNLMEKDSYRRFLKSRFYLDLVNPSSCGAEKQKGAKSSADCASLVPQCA
RGS4 act = potentiators or activators of RGS4 | HEK293 M3R/inducible RGS4, carbachol calcium flux Fluo4; active compounds read low | B-score at 10 µM | 0.92% of 310,000 active | AID 463111;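 active means B-score of the integrated calcium signal more than 4 SD below the library mean, with starting fluorescence not abnormally high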;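 further: negative B-score means reduced calcium response which marks RGS4 activation or potentiation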
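Also added: carbachol at ECmax as muscarinic agonist stimulus; Assay system: HEK293 cells with stable M3R and inducible RGS4; Timing: overnight RGS4 induction, 30 min dye load 37 °C, 20 min compound RT; Measured by: Fluo4-AM (2 µM) calcium-flux fluorescence, kinetic read.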
hERG rescue = hERG (human) protection from proarrhythmic block. Q12809. CHO-hERG, FluxOR thallium flux, dofetilide IC70 present. activation (rescue from dofetilide block), less the hit threshold, % at 10 µM. 0.51% of 310,000 active;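 active means activation above the mean of controls blocked by dofetilide plus 5 SD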;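 further: thallium influx through hERG after potassium depolarization seen as dye fluorescence rise; in these data hits start at about 4.7%; inactives centre near -7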
KCNK9 block = inhibitors of human KCNK9 two-pore domain potassium channel | B-score at 10 µM | 1.2% of 310,000 active | Q9NPC2 | HEK293 KCNK9, FluxOR thallium flux fluorescence; active compounds read low;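 active means ratio B-score over 3 SD below the library mean, with starting fluorescence within 5 SD of its mean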;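 further: negative B-score means less thallium flux so channel inhibition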
Target sequence (Q9NPC2 whole entry, looked up, the tested form may be a part): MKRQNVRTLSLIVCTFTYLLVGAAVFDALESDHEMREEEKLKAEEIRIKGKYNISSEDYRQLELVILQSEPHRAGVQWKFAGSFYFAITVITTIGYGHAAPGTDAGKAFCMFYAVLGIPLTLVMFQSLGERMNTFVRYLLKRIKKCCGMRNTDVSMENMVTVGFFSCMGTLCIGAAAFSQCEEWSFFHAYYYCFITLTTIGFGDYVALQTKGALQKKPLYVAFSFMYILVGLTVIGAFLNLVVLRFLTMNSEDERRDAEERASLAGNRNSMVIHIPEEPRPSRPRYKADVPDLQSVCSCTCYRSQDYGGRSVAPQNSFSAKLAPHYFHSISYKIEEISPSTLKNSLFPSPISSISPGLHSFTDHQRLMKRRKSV
GSK3A inh = human GSK-3 alpha kinase inhibition; ADP-Glo luminescence, 60 min; inhibition, % at 10 µM; 0.1% of 320,000 active; AID 2650;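 in the data active means inhibition above about 50%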;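 further: GST-tagged GSK-3 alpha with peptide substrate and 25 µM ATP; 0% = DMSO neutral wells and 100% = GW8510 positive control wells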
Dyrk1A ADPGlo = blocks rat Dyrk1A kinase activity. Q63470. ADP-Glo luminescence, NFATc1 peptide. inhibition, % at 12.5 µM. 0.43% of 310,000 active. AID 504441; in the data active means inhibition above about 50%;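 further: plate controls were vehicle with enzyme for no effect and no enzyme for full effect; many of its hits are not listed in these tables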
Active calls of the source: *; i = inactive; / = not tested or not shown. These rows are one share of the data (hit frequency here may not be typical).

cpd	Structure	KCNQ1 pot	PolyA inhibitor	GSK3B inh	KCNK3 block	KCNQ1 inh	RGS4 block	RGS4 act	hERG rescue	KCNK9 block	GSK3A inh	Dyrk1A ADPGlo
1	COc1ccc2[nH]c3c(=O)n(Cc4ccc(C(=O)N5CCCC5)cc4)c(=S)[nH]c3c2c1	i	i	0.3	i	i	i	i	-3.5	i	-1.4	12.6
2	NS(=O)(=O)c1ccc(CCNC(=O)CCS(=O)(=O)c2ccc(Br)cc2)cc1	i	i	1.9	i	i	i	i	-3.4	i	-1.4	-6.0
3	CC(C)OCCCN1C=C2C(=O)C(C)(OC(=O)CCc3ccccc3)C(=O)C=C2C=C1c1ccc(C#N)cc1 (stereo not drawn)	i	i	1.7	/	i	i	i	-1.8	i	-0.7	/
4	CCOC(=O)COc1ccc(Br)cc1/C=C/c1[nH]c(=O)[nH]c(=O)c1[N+](=O)[O-]	i	i	1.7	i	i	i	i	-9.9	i	-1.3	-1.8
5	CN1CCN(S(=O)(=O)c2ccc3c(c2)CC(=O)N3C)CC1	i	i	1.6	i	i	i	i	-6.8	-10.1*	0.5	-3.0
6	CCOc1ccc2[nH]c(=O)c(CN(Cc3ccco3)C(=O)c3cccc(F)c3)cc2c1	i	i	1.2	i	i	i	i	-5.1	i	1.2	6.2
7	CCCCCc1n[nH]c2c1CCCC2	i	i	0.7	i	i	i	i	-10.1	i	-2.5	-6.3
8	Cc1ccc(C(=O)CN(C(=O)c2ccc(Cl)c(Cl)c2)N2C(=O)C3C4C=CC(C4)C3C2=O)cc1 (stereo not drawn)	i	i	-4.9	i	i	i	i	-2.4	i	1.9	-5.7
9	CCCCCCCCNC(=O)c1cccnc1SCC(=O)Nc1ccc(OC)cc1OC	i	i	1.4	i	i	i	i	-9.0	i	-1.8	2.4
10	O=C(O)CCCC(=O)NNc1nc(-c2ccccc2)c2cc(Cl)ccc2n1	i	i	1.3	i	i	i	i	-7.5	i	0.1	-1.6
11	Cc1ccc(OCCC(=O)Nc2ccc(S(=O)(=O)Nc3cc(C)nc(C)n3)cc2)cc1	i	/	3.3	i	i	i	i	-10.9	i	-4.8	-3.8
12	CCCc1cc(=O)oc2cc(OCC(=O)N3CCN(C(=O)C4COc5ccccc5O4)CC3)ccc12 (stereo not drawn)	i	i	0.1	i	i	i	i	-14.9	i	7.1	6.4
13	CCOc1ccccc1NC(=O)Cc1cccs1	i	i	-1.0	i	i	i	i	-6.3	i	-3.1	/
14	Cc1ccccc1C(=O)N1CCN(S(=O)(=O)c2ccccc2)CC1	i	i	1.4	i	i	i	i	-12.0	i	1.8	-1.5
15	O=C(NCCc1ccccc1F)C1CCCN1S(=O)(=O)c1ccccc1 (stereo not drawn)	i	i	-2.0	i	i	i	i	0.6	i	-1.4	/

From entry 13 up to 15, copied from above:
cpd	Structure	KCNQ1 pot	PolyA inhibitor	GSK3B inh	KCNK3 block	KCNQ1 inh	RGS4 block	RGS4 act	hERG rescue	KCNK9 block	GSK3A inh	Dyrk1A ADPGlo
13	CCOc1ccccc1NC(=O)Cc1cccs1	i	i	-1.0	i	i	i	i	-6.3	i	-3.1	/
14	Cc1ccccc1C(=O)N1CCN(S(=O)(=O)c2ccccc2)CC1	i	i	1.4	i	i	i	i	-12.0	i	1.8	-1.5
15	O=C(NCCc1ccccc1F)C1CCCN1S(=O)(=O)c1ccccc1 (stereo not drawn)	i	i	-2.0	i	i	i	i	0.6	i	-1.4	/

Additional structures.
cpd	Structure	KCNQ1 pot	PolyA inhibitor	GSK3B inh	KCNK3 block	KCNQ1 inh	RGS4 block	RGS4 act	hERG rescue	KCNK9 block	GSK3A inh	Dyrk1A ADPGlo
16	Cc1ccsc1CN(C(=O)c1ccc([N+](=O)[O-])cc1)C1CCS(=O)(=O)C1 (stereo not drawn)	i	i	-0.2	i	i	i	i	-2.1	i	1.2	0.8
17	Cc1sc2nc(C3CC3)nc(N3CCN(C(=O)c4ccccc4F)CC3)c2c1C	i	i	1.1	-11.7*	i	i	i	-5.2	-13.1*	-0.6	-3.4
18	CC1(C)CC(=O)C2=C(C1)N(CC1CCCO1)C(=O)NC2(C(F)(F)F)C(F)(F)F (stereo not drawn)	i	i	-0.8	i	i	i	i	-1.4	i	-1.4	-10.3
19	CC(O)[C@H]1CNCCN1CCc1cccc(F)c1 (stereo partly drawn)	i	i	0.0	i	i	i	i	-4.9	i	-1.9	2.7
20	CC1Oc2ccccc2N(CC(=O)N2CCCc3ccccc32)C1=O (stereo not drawn)	i	i	1.4	i	i	i	i	-12.8	i	/	-2.3
21	CCc1nnc(NC(=O)CSc2nnc(-c3ccc(OC)cc3)n2C)s1	i	i	3.8	i	i	i	i	-6.3	i	-1.7	0.9
22	CN(C)n1cccc1/C=C(\C#N)S(=O)(=O)c1ccc(Cl)cc1	i	i	4.3	i	i	i	i	-10.4	i	2.0	1.1
23	CS(=O)(=O)NCCCNc1ccc(Cl)cc1[N+](=O)[O-]	i	i	1.4	i	i	i	i	-6.7	i	-4.4	17.3
24	COc1ccc(NC2CC(=O)N(C(C)C)C2=O)cc1 (stereo not drawn)	i	i	1.2	i	i	i	i	-4.6	i	-0.2	-2.6
25	COc1ccc2c(CC(=O)Nc3ccc(N4CCOCC4)cc3)coc2c1	i	i	-0.9	i	i	i	i	2.2	i	-2.7	/
26	COc1ccc(S(=O)(=O)N2CCCCCC2)cc1C(=O)NCCOc1ccc(C)cc1	i	i	4.5	i	i	i	i	-9.6	i	2.3	/
27	S=C(NCCCN1CCOCC1)N1CCOCC1	i	i	-3.8	i	i	i	i	0.3	i	-4.9	-1.4
28	Cc1ccccc1NC(=O)CSc1nnc(CNC(=O)c2ccc3c(c2)OCO3)n1C	i	i	/	i	i	i	i	-6.5	i	-2.1	-1.8
29	CN1C(=O)NC(c2cccc(F)c2)C2=C1CC(C)(C)CC2=O (stereo not drawn)	i	i	-0.2	i	i	i	i	-1.7	i	-0.4	4.1
30	CCCNC(=O)c1cccc(COCC(F)(F)C(F)F)c1	i	i	1.1	i	i	i	i	-6.0	i	0.9	0.4

2 entries from above, with two lines to a compound:
Every second line gives: KCNQ1 pot	PolyA inhibitor	GSK3B inh	KCNK3 block	KCNQ1 inh	RGS4 block	RGS4 act	hERG rescue	KCNK9 block	GSK3A inh	Dyrk1A ADPGlo
12. CCCc1cc(=O)oc2cc(OCC(=O)N3CCN(C(=O)C4COc5ccccc5O4)CC3)ccc12 (stereo not drawn)
→ i	i	0.1	i	i	i	i	-14.9	i	7.1	6.4
13. CCOc1ccccc1NC(=O)Cc1cccs1
→ i	i	-1.0	i	i	i	i	-6.3	i	-3.1	/

More results follow.
cpd	Structure	KCNQ1 pot	PolyA inhibitor	GSK3B inh	KCNK3 block	KCNQ1 inh	RGS4 block	RGS4 act	hERG rescue	KCNK9 block	GSK3A inh	Dyrk1A ADPGlo
31	CC(C)CC(=O)Nc1nnc(SCC(=O)Nc2nccs2)s1	i	i	1.2	i	i	i	i	-3.7	i	-0.6	1.3
32	CC(C)Cc1ccccc1S(N)(=O)=O	i	/	3.0	i	i	i	i	-5.2	i	-1.6	-2.6
33	Cc1ccc(C)c(OCC(=O)Nc2ccccc2C(=O)NC2CC2)c1	i	i	0.0	i	i	i	i	-4.5	i	/	-1.6
34	N/C(CC(=O)Nc1cc(C(F)(F)F)ccc1Cl)=N\O	i	i	0.6	i	i	i	i	-6.6	i	-0.8	-0.4
35	Oc1ccccc1C1=NCCNC(C(F)(F)C(F)F)=C1	i	i	-0.2	i	i	i	i	-13.8	i	3.9	1.9
36	CCCCn1c(N)c(N(CC(C)C)C(=O)c2ccc(-c3ccc(C(C)=O)cc3)o2)c(=O)[nH]c1=O	i	i	3.3	i	i	i	i	-14.7	i	0.7	/
37	CCCCCCCCCn1c2c(c(=N)c3c1CCC3)CCC2	i	i	-13.9	-18.7*	10*	i	i	-35.1	-15.6*	10.5	7.4
38	Cc1occc1C(=O)Nc1ccc(OCc2ccccc2)cc1	i	i	-2.7	i	i	i	i	-9.1	i	3.0	1.9
39	CCOC(=O)c1c(C)nc(C)c(C(=O)OCC)c1-c1cccc(N)c1	i	i	-1.2	i	i	i	i	-9.8	i	-1.3	-3.5
40	CC(=O)Nc1ccc(OS(=O)(=O)c2c(C)cc(C)cc2C)cc1	i	i	-0.6	i	i	i	i	-8.4	i	0.2	-2.0
41	CC1=C(C(=O)OCc2ccccc2)C(c2cccc(Cl)c2Cl)NC(=O)N1CCCCCC(=O)O (stereo not drawn)	i	i	0.8	i	i	i	i	-10.2	i	-0.3	1.4
42	Cc1ccc(S(=O)(=O)N2Cc3ccccc3CC2C(=O)Nc2ccc3c(c2)OCO3)cc1 (stereo not drawn)	i	i	2.5	i	i	i	i	-3.1	i	3.0	-3.5
43	c1ccc(COc2cccc(CN3CCN(c4ccccn4)CC3)c2)cc1	i	i	3.7	i	i	i	i	-20.4	-9.07*	0.4	1.6
44	COCCNC(=O)NC12CC3(C)CC(C)(CC(C)(C3)C1)C2	i	i	2.7	i	i	i	i	-12.4	i	-2.8	2.7
45	Cc1cc(NC(=O)COC(=O)CCNS(=O)(=O)c2c(Cl)cccc2Cl)no1	i	i	3.2	i	i	i	i	-7.4	i	-2.6	1.1
46	Cc1cc(NC(=O)c2ccc3c(c2)OCCO3)ccc1NC(=O)c1cc2ccccc2o1	i	/	0.0	i	i	i	-8.67*	-9.2	i	-3.1	-0.7
47	Cc1ccc[n+](-c2nc3ccccc3nc2[N-]S(=O)(=O)c2ccccc2)c1	i	i	3.7	i	i	i	i	-8.0	i	-0.5	-2.0
48	CNC(=O)CSc1nnc(COc2ccc(Cl)cc2)n1CCOC	i	i	1.9	i	i	i	i	-8.6	i	1.7	-7.2
49	NC(=O)NC(=O)COC(=O)c1cccc(NS(=O)(=O)/C=C/c2ccccc2)c1	i	i	-5.2	i	i	i	i	-13.0	i	-1.4	5.3
50	CN1CCN(S(=O)(=O)c2cccc3nsnc23)CC1	i	i	-1.9	i	i	i	i	-4.9	i	-0.5	-4.2
51	CCn1c(O)c(/C=N/N=C/c2ccc(OC)cc2)c2cc(C3=NNC(=O)CC3)ccc21	i	i	-1.0	i	i	i	i	-8.0	i	-2.9	2.9
52	Cc1nc(C)c(Oc2ccc(Cl)cc2Cl)c(=O)[nH]1	i	i	2.0	i	i	i	i	-3.7	i	-1.2	4.0
